PI5P4Ka inh: blocks human PI5P4K alpha kinase activity | P48426 | PI5P4Kalpha enzyme, ADP-Glo luminescence, 60 min; hits give low values | max response, % | actives 1.2% (n = 330,000) | AID 652105; active = max response of -50% or lower; inconclusive = between -30% and -50%; inactive = -30% or higher; note: value at the top dose of about 77 µM; % is set by controls: 0 for no effect and ±100 for the full control effect
Target sequence (P48426 whole entry, looked up): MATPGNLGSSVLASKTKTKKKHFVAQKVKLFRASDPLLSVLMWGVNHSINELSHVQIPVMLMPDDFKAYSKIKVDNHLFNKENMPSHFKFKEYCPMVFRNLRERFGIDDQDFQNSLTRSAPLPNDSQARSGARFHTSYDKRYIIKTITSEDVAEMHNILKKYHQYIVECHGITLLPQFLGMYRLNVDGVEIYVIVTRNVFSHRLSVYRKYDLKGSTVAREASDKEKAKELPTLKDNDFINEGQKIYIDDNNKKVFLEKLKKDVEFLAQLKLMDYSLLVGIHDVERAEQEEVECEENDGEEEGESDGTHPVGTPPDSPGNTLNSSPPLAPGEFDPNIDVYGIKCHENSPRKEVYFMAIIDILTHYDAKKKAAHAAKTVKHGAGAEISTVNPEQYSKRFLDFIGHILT
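Compounds were pin-transferred onto PI5P4Kalpha and substrate in HEPES pH 7.4 buffer with EGTA, CHAPS and 5% DMSO. ATP (5 microM final) started the reaction, which ran 60 minutes at room temperature before ADP-Glo detection.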
PLK1 PBD inh: PLK1 (human) polo-box domain binding inhibition | P53350 | Potency, µM, for the others: max response, negative = inhibition, usual class: inhibitors | actives 2.8% (n = 360,000) | AID 720504 | Plk1 PBD binding of FITC phosphopeptide, fluorescence polarization; note: potency is the fitted concentration of half-maximal effect; series mostly up to about 57 µM; % is set by controls: 0 for no effect and ±100 for the full control effect; nearly all actives have a fitted effect of over 65% in size
Target sequence (P53350 whole entry, looked up, the tested form may be a part): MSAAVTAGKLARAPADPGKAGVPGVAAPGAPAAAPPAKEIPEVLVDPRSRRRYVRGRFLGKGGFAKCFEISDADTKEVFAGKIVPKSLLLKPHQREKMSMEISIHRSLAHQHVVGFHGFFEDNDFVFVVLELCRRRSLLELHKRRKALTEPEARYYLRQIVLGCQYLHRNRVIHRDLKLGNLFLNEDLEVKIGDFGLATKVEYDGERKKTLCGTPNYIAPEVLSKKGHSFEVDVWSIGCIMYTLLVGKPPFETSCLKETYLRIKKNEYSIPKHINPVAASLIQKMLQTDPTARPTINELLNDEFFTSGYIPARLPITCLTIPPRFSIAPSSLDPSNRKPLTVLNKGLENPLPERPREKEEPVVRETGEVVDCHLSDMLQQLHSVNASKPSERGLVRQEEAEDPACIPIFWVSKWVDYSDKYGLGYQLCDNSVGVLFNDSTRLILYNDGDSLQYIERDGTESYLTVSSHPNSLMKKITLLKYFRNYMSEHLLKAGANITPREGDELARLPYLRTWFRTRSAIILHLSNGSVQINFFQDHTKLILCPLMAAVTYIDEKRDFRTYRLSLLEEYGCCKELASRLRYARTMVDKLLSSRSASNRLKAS
EPAC2 antag: blocks human EPAC2 exchange factor; Q8WZA2; EPAC2 GEF exchange of Rap1B-BODIPY-GDP, fluorescence; Potency, µM (top dose mostly 114 µM), without a hit: at the highest dose activity, negative = inhibition, usual class: inhibitors; actives 0.18% (n = 360,000); AID 720708; note: potency is the fitted concentration of half-maximal effect; % is set by controls: 0 for no effect and ±100 for the full control effect; nearly all actives have a fitted effect of over 45% in size; many of its hits are not listed in these tables
WRN helicase inh: WRN helicase (human) inhibition. actives 0.46% (n = 360,000). WRN helicase unwinding, fluorescent forked duplex, kinetic. Q14191. Potency, µM (series often up to 114 µM), for inactives: top-dose activity change, negative = inhibition, actives largely listed as inhibitors. AID 651768; note: potency is the fitted concentration of half-maximal effect; % is set by controls: 0 for no effect and ±100 for the full control effect; nearly all actives have a fitted effect of over 55% in size
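Fluorescence dequenching readout, ex 525 nm/em 598 nm, kinetic mode: forked duplex DNA (100 nM final) with adjacent fluorophore and quencher unwound by WRN (20 nM final) with 2 mM ATP. Compound preincubation 15 min, room temperature.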
EPAC1 agonist: EPAC1 (human) agonism. O95398. EPAC1 agonist qHTS, biochemical assay; response scale: 100% = response to 6.5 mM cAMP. Potency, µM (doses to about 154 µM), for inactives: top-dose activation, most hits filed as activators. actives 0.073% (n = 360,000); note: potency is the fitted concentration of half-maximal effect; nearly all actives have a fitted effect of over 60% in size
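Fluorescent GDP-exchange assay: 100 nM EPAC1 with 250 nM Rap1B preloaded with BODIPY-GDP and 50 uM GDP; compounds tested as concentration series, 5 min at room temperature, then read every 5 min for 30 min (ex 480/em 540 nm); normalized to 6.5 mM cAMP.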
EPAC1 antagonist: blocks human EPAC1 exchange factor; O95398; EPAC1 GEF assay, Rap1b-BODIPY-GDP exchange fluorescence; Potency, µM (titrated, usually from 115 µM), inactives show top-dose activity change, negative = inhibition, hits mostly inhibitors; actives 0.14% (n = 360,000);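 note: potency is the fitted concentration of half-maximal effect; plate controls were vehicle for no effect and positive control for full effect; nearly all actives have a fitted effect of over 50% in size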
CCT modulator: changes cytosolic chaperonin activity; purified chaperonin ATPase assay, HTRF ADP detection, 30 min; activity change, % (test concentration not listed), hits read low; actives 0.3% (n = 360,000); in the data active = activity change below about -30%; note: % is set by controls: 0 for no effect and ±100 for the full control effect
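TRiC (40 or 20 nM final, by batch activity) in 30 mM Tris pH 7.4, 100 mM KCl, 5 mM MgCl2, 1 mM DTT was treated with compound at 76 uM single dose, then 10 uM ATP, 30 min at 37 °C. ADP was read by HTRF Transcreener.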
Mm-Cpn inhibitor: inhibitors of Methanococcus maripaludis chaperonin (MmCpn); purified Mm-Cpn ATPase, ADP Transcreener TR-FRET; Potency, µM (top dose mostly 76.9 µM), for the others: at the highest dose activity, negative = inhibition, hits mostly inhibitors; actives 0.031% (n = 330,000); AID 504842; note: potency is the fitted concentration of half-maximal effect; % is set by controls: 0 for no effect and ±100 for the full control effect; nearly all actives have a fitted effect of over 80% in size
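25 nM Mm-CPN + cpd, 10 min 37°C; + 10 uM ATP, 30 min 37°C; buffer 30 mM Tris pH 7.4, 100 mM KCl, 5 mM MgCl2, 1 mM DTT; Transcreener ADP HTRF detection 30 min RT.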
Numbers without * were called inactive; ? = inconclusive; / = not tested or not shown; [ ] = another dose, or the depositor's remark. Unless noted, calls come from the whole dose curve; as a rule, active = well fitted curve in the direction sought with a large enough effect; inconclusive = small, poorly fitted or top-dose-only effect, or another doubt; inactive = no such curve, though single readings can be large; an effect the other way counts as inactive or inconclusive. Only part of the results is shown; the hit share may differ from the screen's.

Screens in order – Mm-Cpn inhibitor	EPAC1 antagonist	CCT modulator	PLK1 PBD inh	WRN helicase inh	EPAC2 antag	EPAC1 agonist	PI5P4Ka inh
CCOC(=O)c1oc2ccc(S(=O)(=O)n3nc(-c4ccc(OC)cc4)cc3N)cc2c1C
    1%	1%	-0.4	3%	-3%	-13%	-13%	-3
Cc1nc2ccccn2c1/C(O)=C1\C(=O)C(=O)N(CCN2CCOCC2)C1c1cccs1 (stereo not given)
    -2%	-6%	-0.3	-9%	3%	1%	0%	/
CCCCNC(=O)c1sc(=S)n2c1[nH]c(=O)c1ccc(C(=O)NCCc3ccc(OC)c(OC)c3)cc12
    3%	-23%	-3.0	?	-17%	?	-6%	5
C(=C\c1ccccc1)/C=N/Nc1ccc2nncn2n1
    0%	-10%	-1.5	0%	-7%	8%	-11%	-11
COc1ccc(C(=O)N/N=C2/SCC(=O)N2Cc2ccc3c(c2)OCO3)cc1OC
    3%	-11%	0.9	0%	-25%	-3%	4%	/
O=C(Nc1ccccc1Cl)c1ccn[nH]1
    1%	6%	3.9	-9%	-4%	15%	0%	0
O=C(CSc1ccc(Cl)cc1)NCC1CCCO1 (stereo not given)
    2%	4%	-0.5	1%	-8%	8%	1%	-3
COc1cccc(CC(=O)Nc2sc3c(c2C(N)=O)CCCC3)c1
    -22%	9%	2.5	-9%	-21%	0%	-5%	-6
COc1ccccc1OCC(=O)NNC(=O)c1cccs1
    1%	-19%	-0.5	2%	4%	4%	-2%	12
O=C(OCc1nnn(Cc2ccccc2)c1-c1c(COC(=O)c2ccccc2)nnn1Cc1ccccc1)c1ccccc1
    -4%	-12%	0.7	-4%	-5%	1%	-13%	-5
Cc1nc(N2CCN(c3ccccn3)CC2)c2c(C)c(C(=O)Nc3ccc(Br)cc3C)sc2n1
    -5%	9%	-1.4	1%	-4%[57.1 µM]	2%	-4%	7
N/C(=N\OC(=O)CSc1ccccc1)c1cccc([N+](=O)[O-])c1
    -1%	-3%	-0.5	-17%	-9%	-6%	5%	2
c1ccc(-c2ccc(SCc3cccnc3)nn2)nc1
    -2%	-4%	-14	0%	-6%	2%	8%	-1
CC1(C)CC(=O)C(C=NCCN2CCN(C3CC(=O)N(c4ccc(Cl)c(Cl)c4)C3=O)CC2)=C(O)C1 (stereo not given)
    -10%	-23%	-1.4	-14%	8%	3%	7%	13
COCCN1C(=O)CCC1(C)C(=O)NC(C)(C)C (stereo not given)
    /	8%	0.9	-5%	1%	-8%	6%	3
CN(C)C(CNC(=S)Nc1ccccc1)c1cccnc1 (stereo not given)
    -1%	-1%	-13	-9%	2%	1%	2%	-2
O=C(Nc1ccc(F)c(Cl)c1)c1cc(C2CCCN(C(=O)CCc3ccccc3)C2)on1 (stereo not given)
    /	-5%	-1.1	0%	-4%	7%	-17%	-1
COc1cccc(-c2nnc(NC(=O)C3CCCCC3)o2)c1
    1%	-5%	-0.3	2%	1%	1%	-9%	-5
COc1ccc(C(CNC(=O)COc2ccc(C)c(C)c2)N2CCCCC2)cc1 (stereo not given)
    -1%	4%	0.2	1%	-5%	-7%	-1%	6
COc1ccc(C(=O)Nc2nnc(-c3ccccc3)s2)cc1
    -4%	-14%	0.6	5%	-1%	-1%	6%	-7
O=S(CC1CC1(Cl)Cl)CC1CC1(Cl)Cl (stereo not given)
    0%	-1%	-0.5	-1%	-1%	2%	4%	-3
CCOc1cccc2sc(NC(=O)CC)nc12
    -3%	-2%	-2.2	2%	-12%	-5%	5%	/
CCCn1c(SCC(=O)NCC(=O)Nc2ccc(F)c(F)c2F)nc2ccccc2c1=O
    1%	-21%	-4.2	-2%	-15%	-3%	-2%	0
CC1CCN(c2ccc(/C=N\Nc3nncn3N)cc2[N+](=O)[O-])CC1
    -4%	0%	0.6	-3%	-8%[11.6 µM]	-1%	4%	8
COCC(C)n1c(C)cc(C(=O)COC(=O)CCc2nc3ccccc3c(=O)[nH]2)c1C (stereo not given)
    1%	0%	1.7	3%	-2%[57.1 µM]	1%	-7%	-4
CN(C)CC(=O)Nc1cc(C(F)(F)F)ccc1Cl
    2%	19%	2.1	0%	-13%	15%	-3%	3
Cc1cccc(N2CCN(C(=S)NCc3ccco3)CC2)c1C
    -1%	-25%	1.7	-23%	-2%	-7%	24%	0
CC(=O)C1=C(O)C(=O)N(CC#N)C1c1cccs1 (stereo not given)
    0%	3%	-3.4	-3%	-13%	-3%	-1%	0
O=C(NNc1ccccc1Cl)C(O)(c1cccc(C(F)(F)F)c1)c1cccc(C(F)(F)F)c1
    1%	?	2.1	-6%	-8%	-12%	-11%	-4
CC(=O)Nc1cc(C(=O)N2CCCC2)ccc1Sc1ccc(C)cc1
    0%	-3%	-0.2	-9%	6%	-3%	7%	/
COC(=O)COc1c(/C=C\c2nc(O)c([N+](=O)[O-])c(=O)[nH]2)cccc1OC
    0%	-26%	-6.3	1%	1%	2%	-9%	-20
CCOc1ccc(S(=O)(=O)NCCC(=O)N(CC)CC(=O)Nc2c(F)cccc2F)cc1
    -1%	-6%	-0.1	5%	1%	6%	10%	-1
COc1ccc(CCNC(=O)[C@H](C)N2C(=O)N3CCc4c([nH]c5ccccc45)[C@@]3(C)C2=O)cc1
    1%	-1%	-0.8	-13%	-6%	-7%	3%	7
C=CCc1ccccc1OCCNCCCOC
    3%	13%	1.3	-6%	-29%	-1%	4%	0
CCC(C(=O)Nc1nc(C)c(C(=O)OC)s1)c1ccccc1 (stereo not given)
    0%	-3%	0.4	-12%	-3%	0%	3%	0
C=CCSc1nnc(NC(=O)COc2ccc3ccccc3c2)s1
    -1%	-1%	-2.5	3%	-11%	0%	6%	/
CCOC(=O)c1cc(-c2ccc(OC(F)F)cc2)nc2nc(SC)[nH]c(=O)c12
    -1%	-4%	-3.5	-7%	-9%	-4%	1%	7
CC(C)Cn1c(N)c(C(=O)COC(=O)c2nccnc2N)c(=O)n(C)c1=O
    -1%	9%	0.6	1%	-4%	7%	5%	-2
COc1cc(C(=O)NCc2nnc(SCC(=O)N3CCC(C)CC3)o2)cc(OC)c1OC
    2%	5%	-2.0	-7%	8%	1%	6%	-1
COc1ccc(-n2nnnc2C(c2ccccc2)N2CCN(C/C=C/c3ccccc3)CC2)cc1 (stereo not given)
    /	3%	-0.6	-8%	-7%	6%	14%	-3
Cc1ccc(O)c(N=Cc2cc(Cc3ccccc3)cc([N+](=O)[O-])c2O)c1
    0%	?	-5.5	?	?	?	17%	-64*
Cc1cccc(C)c1NC(=O)CSc1nc(C)c(CC(=O)c2ccc(Br)cc2)c(C)c1C#N
    -9%	-1%	1.4	-4%	3%	4%	-2%	1
CCOC(=O)C1CCN(C(=O)CN2C(=O)c3cccnc3Oc3ccccc32)CC1
    ?	-9%	1.5	-10%	-2%	5%	2%	0
CC(OC(=O)c1cccs1)C(=O)NCc1ccc2c(c1)OCO2 (stereo not given)
    3%	3%	-3.8	-13%	-2%	19%	0%	0
CO/N=C/c1c(-c2ccc(Cl)cc2)nc2cc(C)ccn12
    -1%	-16%	-0.2	-3%	-13%	-12%	4%	21

Brought forward from above: 2 compounds, followed by the next part.
Screens in order – Mm-Cpn inhibitor	EPAC1 antagonist	CCT modulator	PLK1 PBD inh	WRN helicase inh	EPAC2 antag	EPAC1 agonist	PI5P4Ka inh
CC(OC(=O)c1cccs1)C(=O)NCc1ccc2c(c1)OCO2 (stereo not given)
    3%	3%	-3.8	-13%	-2%	19%	0%	0
CO/N=C/c1c(-c2ccc(Cl)cc2)nc2cc(C)ccn12
    -1%	-16%	-0.2	-3%	-13%	-12%	4%	21
Cc1ccc(S(=O)(=O)NC(C(=O)N2CCOCCOCCOCCOCC2)c2ccccc2)cc1 (stereo not given)
    -1%	-1%	1.0	-7%	-8%	1%	17%	1
Cc1ccc(-c2cc(C(=O)N3CCCc4ccccc43)no2)cc1
    -1%	3%	-1.0	-17%	3%	-5%	4%	3
O=C1Nc2c(Br)cc(Br)cc2C1(O)N1CCOCC1 (stereo not given)
    0%	10%	-0.9	-10%	-11%	23%	1%	-1
Clc1ccc(Nc2ccc3ccccc3n2)cc1
    /	-17%	0.2	-5%	-10%	5%	2%	9
Cc1c(NC(=S)NC(=O)CC(C)C)c(=O)n(-c2ccccc2)n1C
    -1%	-5%	-1.1	?	0%	7%	-7%	-5
CCOC(=O)C1CCCN(C(=O)CC(C)c2ccccc2)C1 (stereo not given)
    -1%	5%	-0.1	-8%	-5%	1%	9%	/
COc1cc2ccccc2cc1C(=O)NC1CCCCC1
    -1%	2%	1.2	-3%	-7%	1%	-5%	4
NC(=O)c1cccn1Cc1cccc(Cl)c1
    1%	1%	-1.5	-5%	2%	4%	0%	/
CN1CCC(NC(=O)c2cc(-c3cccc(Br)c3)nc3ccccc23)CC1
    -1%	-22%	-1.1	-1%	16%	2%	-13%	0
COc1ccc(OC)c(CNC(=O)c2[nH]c(C(F)(F)F)nc2-c2ccccc2)c1
    /	-24%	2.2	-11%	-9%	-5%	-11%	0
CCCCn1c(N)c(N(CC(C)C)C(=O)CN2C(=O)NC3(CC(C)CC(C)(C)C3)C2=O)c(=O)[nH]c1=O (stereo not given)
    0%	16%	-0.8	-8%	13%	6%	-11%	-1
Cc1cc(N2C(=O)CC(N3CCN(c4ccc(C(=O)c5cccs5)cc4)CC3)C2=O)no1 (stereo not given)
    -13%	-21%	-0.4	-9%	-15%	-3%	16%	7
CCCCn1c(N)c(N(CC)C(=O)c2ccccc2F)c(=O)[nH]c1=O
    -1%	14%	-0.1	-3%	1%	16%	6%	7
COc1ccccc1CNC(=O)c1cc(C2CC2)nc2c1cnn2C(C)C
    -2%	-24%	-2.9	-6%	-1%	-13%	26%	-6
C#CCNC(=O)C1=C[C@@H](c2ccc3c(c2)OCO3)C[C@@H](OCCCCO)O1
    /	-7%	-2.1	-6%	-20%	4%	-33%[inhibitor]	?
CNc1nc2c(-c3ccc(Cl)cc3)nnn2c2ccccc12
    -8%	1%	-1.1	-6%	1%	-3%	3%	-15
C=CCc1cc(C=O)cc(OC)c1OCc1c(Cl)cccc1Cl
    1%	-8%	3.2	-2%	-4%	-3%	4%	/

Bioassay records deposited in PubChem BioAssay by National Center for Advancing Translational Sciences (NCATS).
